Compound activity from PubChem.
PKM2 act: PKM2 (human) enzyme activation | P14618 | purified PKM2, Kinase-Glo ATP luminescence, activation; response scale: 0% is enzyme alone, no compound | Potency, µM (series often up to 57.5 µM), for inactives: at the top dose activation, usual class: activators | 260,000 compounds, 0.34% hits | AID 1631; further: potency means the concentration at half of the fitted maximal effect; on the % scale 0 is the no-effect control and ±100 the full control effect; nearly all actives have a fitted effect of over 55% in size
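Purified hPK-M2 (>95% pure) converted ADP (0.1 mM final) to ATP with 0.5 mM PEP in 50 mM imidazole pH7.2, KCl, MgCl2, Tween 20, BSA; 1 h at room temperature. ATP detected by Kinase-Glo luminescence.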
B2AR arrestin: recruits beta-arrestin to the human beta2-adrenergic receptor; P07550; beta-arrestin recruitment to beta2AR, cell-based reporter; Potency, µM (top dose mostly 46.1 µM), without a hit: at the top dose activation, hits mostly activators; 330,000 compounds, 0.02% hits;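 further: potency means the concentration at half of the fitted maximal effect; 0% = DMSO controls and full agonism = EC100 isoproterenol or metaproterenol; nearly all actives have a fitted effect of over 65% in size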
Coupling enz: coupling enzyme interference in Giardia aldolase counter-screen. coupling enzyme system counterscreen, AmpLite Red fluorescence. activity change, negative = inhibition, % at 58.2 µM, hits read low. 290,000 compounds, 0.67% hits; in the data active means activity change below about -30%; further: on the % scale 0 is the no-effect control and ±100 the full control effect
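Coupling enzymes only (glyceraldehyde-3-phosphate) + compound, at 57.5 uM final, 10 min RT; add substrate/coupling/AmpLite Red mix, 20 min RT; fluorescence ex 525/em 598 nm. Actives flag coupling-system interference.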
USP2a inh: USP2a (human) protease inhibition; USP2 core, Ub-CHOP2 coupled fluorogenic reporter, 485/531; O75604; 330,000 compounds, 0.01% hits; Potency, µM (titrated, usually from 38.3 µM), for inactives: top-dose activity change, negative = inhibition, hits mostly inhibitors; AID 463254;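 further: potency means the concentration at half of the fitted maximal effect; plate controls were DMSO wells for no effect and full inhibition by NEM control for full effect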
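Deubiquitinase activity read as fluorescence (485/531 nm) after Ub-CHOP2 cleavage activates the enterokinase reporter on its substrate; USP2 core 10nM, Ub-CHOP2 and substrate 25nM each, 30min compound preincubation then 60min RT; data normalized to NEM, curves fitted.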
TRPV1 agonist: activates the human vanilloid receptor TRPV1. TRPV1-expressing cells, Fluo-8 calcium influx, agonist mode. activation, % at 8.33 µM. 320,000 compounds, 0.19% hits. AID 540275; in the data active means activation above about 80%; inconclusive means between about 30% and that limit; further: 0% is about no effect
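TRPV1-expressing cells were cultured overnight at 35.5C and loaded with Fluo-8 calcium dye for 40 to 90 min at room temperature. After a 10 s baseline, compound was added and calcium influx was read kinetically for 3 min (ex 480/em 520 nm).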
KCNH2 3.1 inh: KCNH2 3.1 (human) potassium channel inhibition | 340,000 compounds, 0.95% hits | AID 720553 | activity change, % (tested at about 1.8 µM) | U2OS KCNH2 3.1, thallium flux FluxOr; stronger effect = lower value;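 active means maximum activity change below -70%; inconclusive means maximum activity change from -70% to -50%; inactive means maximum activity change above -50%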;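 further: thallium influx rate constant from kinetic fluorescence after stimulation buffer; on the % scale 0 is the no-effect control and ±100 the full control effect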
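Thallium flux via FluxOr fluorescence (Red40 quencher, 45 min loading) in U2OS cells virally expressing the KCNH2 3.1 isoform (1.77 x 10^8 /mL virus, overnight at 37 C). Rate constants from 2-min kinetic reads post-stimulation, normalised to positive and negative controls.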
KCNH2 WT inh: blocks the wildtype human KCNH2 potassium channel; U2OS, BacMam KCNH2, thallium flux FluxOr; stronger effect = lower value; Q12809; activity change, % at 1.84 µM; 340,000 compounds, 0.37% hits; AID 720551;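 active means maximum activity change below -70%; inconclusive means maximum activity change between -70% and -50%; inactive means maximum activity change above -50%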; further: on the % scale 0 is the no-effect control and ±100 the full control effect
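U2OS cells were transduced with wild-type KCNH2 virus (2.03 x 10^8 / mL) for 4 h at room temperature, then cultured overnight at 37 C. Thallium flux was read with FluxOr dye. Rate constants were normalized to DMSO controls.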
GALK inh: galactokinase (human) inhibition; Potency, µM (top dose mostly 57.5 µM), inactives show at the top dose activity change, negative = inhibition, actives largely listed as inhibitors; Purified GALK, Kinase-Glo residual ATP luminescence; P51570; 270,000 compounds, 0.007% hits; further: potency means the concentration at half of the fitted maximal effect; on the % scale 0 is the no-effect control and ±100 the full control effect
Target sequence (P51570 whole entry, looked up): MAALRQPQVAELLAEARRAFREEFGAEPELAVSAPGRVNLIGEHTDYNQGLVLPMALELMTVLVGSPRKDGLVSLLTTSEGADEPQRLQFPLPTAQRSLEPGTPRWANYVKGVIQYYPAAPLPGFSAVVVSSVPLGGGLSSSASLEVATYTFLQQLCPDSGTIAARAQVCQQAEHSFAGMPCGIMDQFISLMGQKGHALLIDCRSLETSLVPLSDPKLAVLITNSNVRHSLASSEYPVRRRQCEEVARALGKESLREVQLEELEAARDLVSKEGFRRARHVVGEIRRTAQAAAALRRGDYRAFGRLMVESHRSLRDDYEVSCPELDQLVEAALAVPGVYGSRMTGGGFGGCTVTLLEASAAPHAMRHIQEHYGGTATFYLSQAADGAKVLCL
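Luminescence from leftover ATP (Ultra-Glo luciferase/luciferin) served as read-out after a 1 h room-temperature reaction of 5 nM GALK with 35 uM ATP and 100 uM galactose.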
Menin MLL FP TR: inhibitors of human menin-MLL interaction, mutant MLL peptide | 270,000 compounds, 0.23% hits | Potency, µM (doses to about 61.6 µM), inactives show top-dose FP activity change, negative = inhibition, hits mostly inhibitors | O00255 | Menin + Texas Red MLL mutant peptide, fluorescence polarization; active means well fitted inhibition curve with a large enough effect in the polarisation, with a control signal flat, not every such curve was filed as active; inconclusive means small, poorly fitted or top-dose-only effect, or effect the other way, or a change in a side signal; inactive means no such curve, though single readings can be large or run the other way; the % refers to the polarisation; further: potency means the concentration at half of the fitted maximal effect; % of control where 0% means no effect; many of its hits are not listed in these tables
Target sequence (O00255 whole entry, looked up): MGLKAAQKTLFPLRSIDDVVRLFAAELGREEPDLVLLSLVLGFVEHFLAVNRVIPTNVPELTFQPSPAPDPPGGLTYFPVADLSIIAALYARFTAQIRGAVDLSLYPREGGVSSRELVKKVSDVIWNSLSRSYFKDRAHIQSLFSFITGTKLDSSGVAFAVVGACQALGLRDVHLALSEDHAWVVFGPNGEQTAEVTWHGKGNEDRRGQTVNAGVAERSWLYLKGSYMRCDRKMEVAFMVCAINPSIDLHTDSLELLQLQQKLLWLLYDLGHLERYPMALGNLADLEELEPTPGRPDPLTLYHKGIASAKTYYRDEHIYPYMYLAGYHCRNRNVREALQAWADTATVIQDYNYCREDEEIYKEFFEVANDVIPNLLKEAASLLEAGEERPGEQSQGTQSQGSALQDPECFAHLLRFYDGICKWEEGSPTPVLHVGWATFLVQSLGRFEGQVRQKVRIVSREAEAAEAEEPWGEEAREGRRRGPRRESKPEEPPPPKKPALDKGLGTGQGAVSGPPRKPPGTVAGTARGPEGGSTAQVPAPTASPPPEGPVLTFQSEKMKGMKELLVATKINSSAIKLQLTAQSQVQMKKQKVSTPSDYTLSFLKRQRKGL
Giardia killer: Giardia lamblia killing; Giardia lamblia trophozoite viability; activity change, % at 7.66 µM, hits read low; 340,000 compounds, 0.15% hits; AID 540267; in the data active means activity change below about -80%; inconclusive means between about -30% and that limit;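 further: parasites exposed to compound for two days anaerobically before the ATP read; on the % scale 0 is the no-effect control and ±100 the full control effect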
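Luminescent ATP signal served as the viability read-out, measured 15-30 min after adding ATP detection reagent to trophozoites that had been incubated with compounds for 48 hrs at 37 deg C anaerobically at 100 cells/well.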
MLL CXXC-DNA inh: inhibitors of human MLL CXXC domain-DNA interaction | Potency, µM (series often up to 115 µM), for the others: at the highest dose activity change, negative = inhibition, most hits filed as inhibitors | 290,000 compounds, 0.037% hits | MLL-CXXC / FITC-HOXA9 DNA fluorescence polarization | Q03164; active means well fitted inhibition curve with a large enough effect in the polarisation, with a control signal flat, not every such curve was filed as active; inconclusive means small, poorly fitted or top-dose-only effect, or effect the other way, or a change in a side signal; inactive means no such curve, though single readings can be large or run the other way; the % refers to the polarisation; further: potency means the concentration at half of the fitted maximal effect
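Fluorescence polarization: 7 uM MLL-CXXC (stock) preincubated 5 min with compounds, then 50 nM fluorescein-HOX-A9 DNA (stock) added; 30 min ambient. Buffer 50 mM Tris-HCl pH 7.5, 50 mM NaCl, 1 mM DTT, 0.05% BSA.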
* = called active by the depositor; ? = inconclusive; / = not tested or not shown; [ ] = another dose, or the depositor's remark. Unless noted, the call rests on the fitted dose curve; in most records, active means well fitted curve in the direction sought with a large enough effect; inconclusive means small, poorly fitted or top-dose-only effect, or another doubt; inactive means no such curve, though single readings can be large; an effect the other way counts as inactive or inconclusive. Some of the compounds tested; rates above refer to the full screens.

SMILES	PKM2 act	B2AR arrestin	Coupling enz	USP2a inh	TRPV1 agonist	KCNH2 3.1 inh	KCNH2 WT inh	GALK inh	Menin MLL FP TR	Giardia killer	MLL CXXC-DNA inh
Cc1c(Cl)cccc1-n1c(-c2cccnc2)n[nH]c1=S	1%	0.1%	-1	1%	1	9	8	0%	2%	24	17%
Cc1cc(N2C(=O)C3C4CC(c5ccccc5)C(C4)C3C2=O)no1 (stereo not given)	2%	-0.2%	0	0%	1	-24	-2	11%	-16%	2	7%
COc1cccc(Nc2nc3ccccc3nc2-n2nc(C)cc2C)c1	3%	0.0%	0	4%	/	1	37	3%	4%[11.7 µM]	4	-7%
Cc1cc2ncn(-c3nnnn3-c3ccccc3)c2cc1C	5%	0.0%	1	1%	14	0	-3	1%	6%	1	-1%
CCn1cc(CNC(=O)C2CCC(=O)N(C3CCCCCC3)C2)cn1 (stereo not given)	-2%	0.1%	/	2%	-1	/	-5	0%	/	-25	-3%
Cc1ccccc1NC(=O)COc1coc(CN2CCN(Cc3ccccc3)CC2)cc1=O	/	2.7%	/	1%	1	-2	-1	/	/	-11	/
CCOC(=O)C1=C(CSc2nc3c(cc2C#N)CN(C)CC3)OC(N)=C(C#N)C1c1ccccc1 (stereo not given)	-5%	-0.4%	-3	4%	2	-5	16	-3%	-13%	-12	0%
Cc1sc2nc(SCC(=O)N3CCOCC3)[nH]c(=O)c2c1C	-2%	-0.2%	2	2%	20	6	0	1%	-18%	-29	14%
CC(C)NS(=O)(=O)c1ccc(OCC(=O)NC(C)c2ccccc2)cc1 (stereo not given)	-9%	0.1%	1	-1%	-1	-5	/	0%	-18%	4	0%
C=CCn1c(SCC(=O)Nc2cccc(OC)c2)nnc1-c1cccnc1	-16%	-0.8%	-1	1%	1	-3	-4	-4%	14%	-14	-1%
NC(=O)c1cc(NC(=O)CCNS(=O)(=O)c2cccc(C(F)(F)F)c2)cc(C(N)=O)c1	3%	-0.7%	1	2%	1	-15	3	1%	-4%	-11	-3%
CCCSc1nc2c(=O)[nH][nH]c(=O)c2n1Cc1ccccc1	-1%	0.2%	5	2%	1	-12	-19	1%	10%	1	1%
COc1ccc(CC(=O)Nc2nccs2)cc1S(=O)(=O)N1CCOCC1	/	-1.0%	/	-1%	/	5	6	/	/	-6	/
O=C(O)c1cc(O)c2c(c1)[C@@H]([C@H]1c3cc(C(=O)O)cc(O)c3C(=O)c3c(O[C@@H]4O[C@H](CO)[C@@H](O)[C@H](O)[C@H]4O)cccc31)c1cccc(OC3O[C@H](CO)[C@@H](O)[C@H](O)[C@H]3O)c1C2=O (stereo not given in full)	/	-0.2%	/	3.2µM*	0	4	-3	/	/	-24	/
COCc1nnc(NC(=O)c2ccc(OC)cc2OC)s1	11%	0.3%	-4	1%	-2	30	12	2%	-6%	16	-20%
CCOC(=O)C1CCN(C(=O)COC(=O)c2ccccc2OCC)CC1	/	0.0%	/	0%	/	6	-9	/	/	1	/
COc1ccc(-c2sc3ccc(N4CCOCC4)cc3c2-c2ccc(OC)c(F)c2)cc1	-1%	-0.7%	-2	2%	-2	-87*	-13	/	44%[activator]	24	-7%
CCCOc1ccccc1C(=O)N(Cc1cccc(Br)c1)C1CCS(=O)(=O)C1 (stereo not given)	/	-0.1%	/	1%	6	24	5	-3%	/	2	3%
Cn1ncc(Br)c1C(=O)Nc1c(F)c(F)cc(F)c1F	1%	-0.3%	-1	4%	-1	0	21	1%	5%	5	6%
COc1cc(/C=C2/C(=O)N(c3ccc(C)c(C)c3)N=C2C)cc([N+](=O)[O-])c1O	-3%	-0.5%	0	-1%	-2	-9	-7	-4%	?	11	?
Cn1c(CCC(=O)OCC(=O)Nc2ccc(Oc3ccccc3)cc2)nc(=O)c2ccccc21	8%	-1.3%	0	8%	1	?	/	/	9%	-14	1%
Cc1ccc(NC(=O)C2CCN(S(=O)(=O)c3cnc[nH]3)CC2)cc1C	-1%	-0.9%	3	0%	-1	10	9	/	0%	-5	10%
Clc1ccc2nnc(Cl)n2n1	-2%	-0.8%	1	0%	-2	-183*	-220*	0%	-6%	-17	0%
Cc1ccc(-n2nc3c(=O)n(CCCC(=O)NCc4ccc(Cl)cc4)nc(C)c3c2C)cc1	0%	0.4%	12	1%	3	-8	-17	9%	-18%	12	10%
CCOc1cc(OCC)c(C(C)=O)cc1OCC	/	0.5%	/	0%	-6	-7	10	/	/	-12	/
CCC1CN(S(=O)(=O)c2cc(-c3cc(C)no3)ccc2OC)c2cc(C)ccc2O1 (stereo not given)	/	-0.1%	3	0%	21	-15	8	2%	53%[activator]	-11	-13%
CNC(=O)c1cc2cc(OC)ccc2oc1=O	-2%	-0.2%	3	2%	-3	4	-5	2%	0%	-9	-2%
CCCC/C(O)=C1\C(=O)CC(C)(C)CC1=Nc1ccc(OC)cc1	1%	0.6%	2	2%	21	24	-3	2%	-25%	-9	-5%
Cc1nn(C(=O)c2ccc([N+](=O)[O-])cc2)c(C)c1Br	-6%	0.0%	2	-1%	-1	-11	4	2%	/	-12	-1%
COc1ccccc1NC(=O)COC(=O)CCS(=O)(=O)c1ccc(C)cc1	-1%	-0.5%	/	3%	0	-3	-5	-6%	/	-5	-1%
COc1cccc(/C=N/NC(=O)c2ccncc2)c1OC(=O)c1ccc(Br)cc1	/	0.0%	/	2%	?	15	-5	8%	/	-4	-3%
CCCc1cc(=O)oc2c3c(cc(OCC(=O)N4CCC[C@H]4C(=O)O)c12)OC(C)(C)CC3	1%	0.2%	7	-2%	3	-8	-1	/	0%	7	-12%
CCOC(=O)CCc1c(C)nc(SCc2ccc(C(=O)O)cc2)c(C#N)c1C	4%	-1.8%	9	1%	-3	5	-3	1%	3%	-1	-21%
CSC(=NC#N)N1CCN(C(c2ccccc2)c2ccccc2)CC1	/	0.1%	2	0%	24	-1	-5	3%	?	?	3%
O=S(=O)(c1ccc(Cl)nc1)N1CCN(c2ncccn2)CC1	-2%	-0.8%	3	1%	-16	12	6	2%	/	3	-12%
CC(=O)Nc1ccc(OC(=O)CC2SC(=O)NC2=O)cc1 (stereo not given)	-8%	-0.9%	12	3%	/	4	6	3%	1%[11.7 µM]	-17	-21%
Cc1ccc(NC(=O)COc2ccc(/C(N)=N/O)cc2)cc1C	-4%	-0.7%	-1	3%	10	4	25	/	-5%	18	-2%
COc1ccc2c(c1OC)C(=O)OC2Nc1nc(-c2cc3ccccc3oc2=O)cs1 (stereo not given)	-20%	0.6%	3	-1%	19	-4	16	-4%	10%	2	4%
O=C(Nc1nccs1)NC(C(F)(F)F)C(F)(F)F	2%	-0.1%	1	-2%	-1	6	-1	4%	1%	-7	20%
COc1ccc(CCNS(=O)(=O)c2cc3c4c(c2)CCN4C(=O)CC3)cc1OC	/	-0.3%	/	1%	5	-20	-1	/	/	-9	/
COc1cccc(/C=N/NC(=O)Cn2ccnc2C)c1	10%	-0.6%	2	2%	-4	16	-7	/	1%	-13	-10%
COc1ccc(Cl)cc1NC(=O)C1COc2ccccc2O1 (stereo not given)	0%	-0.4%	-1	-2%	3	-2	-5	3%	24%	17	1%
COC(=O)c1cccc(NS(=O)(=O)c2ccc(OC)cc2)c1C	-1%	-0.3%	2	0%	0	4	4	-2%	2%	6	0%
COC(=O)c1ccc(NC(=O)C2C3C=CC(C3)C2C(=O)O)cc1 (stereo not given)	/	0.2%	0	2%	5	-8	4	/	-11%	-1	-5%
CCC(c1nnnn1Cc1ccccc1)N(Cc1cc2cc(OC)ccc2[nH]c1=O)CC1CCCO1 (stereo not given)	7%	-0.2%	-21	-1%	24	-3	-3	1%	?	-11	-3%
O=[N+]([O-])c1ccc(C[n+]2cccc3c4ccccc4ccc32)cc1	0%	0.2%	0	0%	0	-4	16	6%	-6%	-16	14%
O=C(O)c1ccccc1C(=O)Nc1nccs1	2%	-0.7%	0	0%	/	1	0	-1%	/	-5	-1%
O=C(NNS(=O)(=O)c1ccc(F)cc1F)C1Cc2c(ccc3ccccc23)O1 (stereo not given)	3%	4.6%	1	2%	/	-6	0	0%	/	-1	-13%
CCOc1ccc(CNC(=O)CCCC(=O)n2ncc3cc(C)ccc32)cc1	-9%	-0.1%	2	1%	7	0	5	/	-17%	-13	/
CCOC(=O)C(CC)Sc1nnc(COc2ccc(C)cc2)n1-c1ccccc1 (stereo not given)	5%	-1.0%	2	2%	15	-16	0	0%	2%	21	3%
COC(=O)c1ccccc1NC(=O)CSc1nc(NC(=O)c2ccccc2)c2c(C)c(C)oc2n1	1%	0.3%	2	3%	8	-1	6	1%	-16%	-6	3%
